Pf growth 48h = P. falciparum growth inhibition at 48 hours (one generation) | P. falciparum luciferase growth in erythrocytes, 48 h | Potency, µM (top dose mostly 28.7 µM), for the others: at the highest dose activity change, negative = inhibition, actives largely listed as inhibitors | hit rate 5.9% among 310,000; note: potency is the fitted concentration of half-maximal effect; % is set by controls: 0 for no effect and ±100 for the full control effect
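In quantitative HTS format, infected erythrocytes bearing luciferase-reporter parasites were treated for a single generation at 37 C. Luminescence after adding detection reagent served as the growth measure.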
Shiga toxin inh = blocks Shiga toxin action in Vero cells; Vero cells, Shiga toxin protein synthesis inhibition reporter; inhibition, % at 38.7 µM; hit rate 9.2% among 290,000; AID 2315; in the data active = inhibition mostly above about 28%, no sharp cut-off; inactive = mostly below about 43%; note: 0% is about no effect
Cycloheximide cs = counter-screen hit for Shiga toxin inhibitors, cycloheximide. AID 2314. max response, %. cell reporter, cycloheximide protein synthesis inhibition counterscreen. hit rate 12% among 300,000; in the data active = max response mostly above about 13%, no sharp cut-off; inactive = mostly below about 14%; note: read at 38.3 µM for the half of the compounds with a filed dose; 0% is about no effect
Pf growth 96h = P. falciparum growth inhibition at 96 hour, primary screen for plastid delayed-death inhibitors; P. falciparum luciferase reporter growth, 96 h; Potency, µM (series often up to 28.7 µM), for inactives: top-dose activity change, negative = inhibition, most hits filed as inhibitors; hit rate 6.9% among 320,000; note: potency is the fitted concentration of half-maximal effect; % is set by controls: 0 for no effect and ±100 for the full control effect
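Plates of compound plus infected erythrocytes (2% hematocrit, 0.05% parasitemia final) incubate 96 hours, 37 C, 5% CO2. Detection reagent added; reduced luminescence from the parasites' luciferase reporter flags inhibition.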
FBPA Giardia inh = inhibitors of Giardia lamblia fructose-1,6-bisphosphate aldolase; hit rate 0.71% among 290,000; Potency, µM (top dose mostly 59.6 µM), for the others: top-dose activity, negative = inhibition, actives largely listed as inhibitors; A8B2U2; purified Giardia FBPA; note: potency is the fitted concentration of half-maximal effect; % is set by controls: 0 for no effect and ±100 for the full control effect; nearly all actives have a fitted effect of over 55% in size
Target sequence (A8B2U2 whole entry, looked up): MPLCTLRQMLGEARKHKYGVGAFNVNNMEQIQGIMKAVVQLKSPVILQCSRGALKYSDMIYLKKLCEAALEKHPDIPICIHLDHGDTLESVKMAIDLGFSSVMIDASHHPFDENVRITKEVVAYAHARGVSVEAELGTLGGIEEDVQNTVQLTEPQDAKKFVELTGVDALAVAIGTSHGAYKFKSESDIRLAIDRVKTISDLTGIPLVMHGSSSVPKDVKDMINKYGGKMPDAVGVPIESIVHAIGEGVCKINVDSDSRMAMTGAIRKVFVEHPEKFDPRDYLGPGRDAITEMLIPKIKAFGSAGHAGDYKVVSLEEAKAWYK
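Giardia FBPA (40 nM reagent) was preincubated 10 min at RT with compound (up to 57.5 uM final), then substrate plus GAPDH/TPI/NAD/arsenate coupling system with diaphorase/resazurin was added; resorufin fluorescence (525/598 nm) was read after 20 min.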
Sm TGR block = blocks Schistosoma mansoni thioredoxin glutathione reductase. Q962Y6. purified TGR, DTNB reduction, TNB absorbance 405 nm. Potency, µM (series often up to 114 µM), for the others: top-dose activity change, negative = inhibition, actives largely listed as inhibitors. hit rate 3% among 360,000. AID 485364; note: potency is the fitted concentration of half-maximal effect; % is set by controls: 0 for no effect and ±100 for the full control effect; nearly all actives have a fitted effect of over 60% in size
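Kinetic colorimetric format: TGR-catalysed, NADPH-driven DTNB reduction monitored via TNB absorbance. Enzyme dispensed at 20 nM; compound exposure 15 min at room temperature before reaction start.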
* marks the source's active call; other numbers are inactive results; ? = inconclusive; . = not tested or not shown; & = joins results of further samples; [ ] = dose if it differs, or a comment. Unless noted, calls come from the whole dose curve; as a rule, active = well fitted curve in the direction sought with a large enough effect; inconclusive = small, poorly fitted or top-dose-only effect, or another doubt; inactive = no such curve, though single readings can be large; an effect the other way counts as inactive or inconclusive.

SMILES	Pf growth 48h	Shiga toxin inh	Cycloheximide cs	Pf growth 96h	FBPA Giardia inh	Sm TGR block
COc1ccc(N2C(=O)[C@@H]3[C@H](C2=O)[C@H]2C=CC=NN2[C@@H]3C(=O)Nc2ccc(Cl)cc2)cc1	?	9	1	-17%	?	?
COc1ccc(-n2cc(CN(C)Cc3n[nH]c(=O)[nH]3)c(-c3cccc(F)c3)n2)cc1	-4%	-13	5	1%	-5%	-1%
N#C/C(=C\N1CCN(Cc2ccc3c(c2)OCO3)CC1)c1nc2ccccc2s1	-28%	50	12	?	-14%	-9%
c1ccc(C(c2ccccc2)N2CCN(c3nc4ccccc4n4cnnc34)CC2)cc1	1.9µM*	-25	2	1.7µM*	-4%	-9%
N=c1oc2cc(O)ccc2cc1C(=O)Nc1ccc(F)cc1	31%[activator]	43*	27*	-7%	-7%	-18%
COc1cc(Cl)c(C)cc1NC(=O)CSc1ccccc1	-12%	-6	-2	?	1%	-7%
CCCn1c2c(c(O)c(C(=O)Nc3ccc(OCC)cc3)c1=O)CCCC2	?	12	-4	?	12%	4%
Cc1nc(CN(C)C(=O)c2cc(COc3c(F)cccc3F)on2)cs1	19%	13	10	32%[activator]	-1%	-3%
OCC[C@H]1C[C@H](O)[C@@H](O)[C@@]2(CCCc3ccccc3O2)O1	17%	.	.	46%[activator]	.	-20%
CCOC(=O)C(=NC1CCS(=O)(=O)C1)NNc1cc(Cl)ccc1Cl (configuration not stated)	4%	21	2	-2%	-13%	0%
CC(C)CC(NC(=O)C1CCCCC1)C(=O)NCc1ccccn1 (configuration not stated)	-4%	8	-1	-3%	4%	2%
COc1ccccc1NC(=O)C(C)Sc1nccn1C (configuration not stated)	7%	.	.	?	.	1%
COc1ccccc1Oc1ccccc1C(=O)O	2%	-8	-1	13%	-3%	0%
CC1Cc2ccccc2N1S(=O)(=O)c1cccc(C(=O)NC2CC2)c1 (configuration not stated)	.	15	0	?	-5%	-22%[11.4 µM]
O=C(O)CSCC(=O)NCc1ccc(Cl)cc1	-15%	15	-3	7%	5%	-11%
COc1ccc(Oc2nccc(-c3ccc(Cl)cc3)n2)cc1	51%[activator]	9	0	68%[activator]	7%	-4%
COc1ccc(Cn2c(CO)cnc2SCC(=O)Nc2cccc(NC(C)=O)c2)cc1	?	-7	-2	15%	.	2%
N#CCCN(C(=O)COC(=O)Cc1c[nH]c2ccccc12)c1ccccc1	-17%	.	.	12%	.	0%
CCCn1c(=O)c2c(C(=O)OCC)cc(-c3ccco3)nc2n(CCC)c1=O	.	-7	-2	1.5µM*	0%	-17%
COc1ccc(C(C)NC(=O)Cc2cccs2)cc1 (configuration not stated)	14%	-3	0	-9%	10%	-6%
CC(=O)Oc1ccc(N2C(=O)C3C4C=CC(CC4)C3C2=O)cc1[N+](=O)[O-] (configuration not stated)	20%	-11	2	?	18%	.
COc1ccc2oc(=O)c(C(=O)NCc3ccc(C)cc3)cc2c1	6%	12	-1	-6%	0%	-30%
c1ccc(OCc2nnc3sc(-c4cccs4)nn23)cc1	-1%	12	0	.	-4%	4%
CCC(C)[C@H](NC(=O)NCc1ccc(Cl)cc1)C(=O)O (some centres not stated)	?	-3	0	29%	10%	-1%
N#CC1(c2ccccc2)CCN(S(=O)(=O)c2ccc(OC(F)(F)F)cc2)CC1	-26%	40	12	?	-7%	0%
O=C(Nc1cccc(C(F)(F)F)c1)Oc1ccc(Cl)c2cccnc12	2.6µM*	21	27	2.3µM*	9%	-1%
c1ccc(OCc2nn3c(-c4cccnc4)nnc3s2)cc1	?	35	0	12µM*	0%	-16%
CC(C)[C@H](NC(=O)c1ccccc1Cl)C(=O)OCC(=O)NC(=O)NC1CCCC1	27%	-26	-2	27%	.	-1%
COc1ccc2oc(C(=O)Nc3nc(-c4ccccn4)cs3)c(C)c2c1	?	.	.	6.6µM*	.	-4%
O=C(/C=C/c1ccccc1)OCc1cnc(Cl)s1	18%	45	3	58%[activator]	1%	8%
O=C(NC1CCCCC1)c1ccc(COc2ccccc2)o1	?	.	.	-3%	.	-29%
Cc1ccc(-n2c(=O)c3sccc3n(Cc3cc(=O)n4ccccc4n3)c2=O)cc1F	4%	13	6	?	1%	1%
O=C1CCCN1c1ccc(S(=O)(=O)NCCc2ccc(Cl)cc2)cc1	2%	-12	1	.	1%	0%
O=C(NC(=S)Nc1ccccc1N1CCCC1)c1ccc(F)cc1	?	14	10	7%	-17%	-6%
COC(=O)C(Cc1c[nH]c2ccccc12)NC(=O)C(C)C (configuration not stated)	2%	-5	1	0%	.	-25%
C/C(=N\N=C(/N)SC1CC(=O)N(c2ccc(Cl)cc2)C1=O)c1cccs1 (configuration not stated)	?	-11	-2	-3%	-9%	?
CCOc1cc(NC(=O)c2cccs2)c(OCC)cc1NC(=O)CCC(=O)NCC1CCCO1 (configuration not stated)	-7%	17	-2	?	8%	4%
O=C(CSc1c[nH]c2ccccc12)NCc1ccc2c(c1)OCO2	14%	21	2	19%	5%	3%
CCC(C(=O)NC1CCCC1)N(C(=O)c1snc(C(N)=O)c1N)c1ccc(OC)c(OC)c1 (configuration not stated)	-24%	20	-3	-16%	1%	2%
CC12CCC(C(=O)N(CC(O)CN3CCCCCC3)C1=O)C2(C)C (configuration not stated)	6%	-16	0	31%[activator]	-14%	-2%
COC(=O)c1ccc(NC(=O)CCS(=O)(=O)c2ccc(Br)s2)cc1	?	33	16	?	8%	-29%&-16%
CN/N=C(\Cc1nc2ccccc2[nH]1)c1ccc([N+](=O)[O-])cc1	?	57*	32*	?	-15%	-11%
COC(=O)[C@@H](NC(=O)Nc1ccc(OC)cc1)C(C)C	-3%	-15	0	.	-1%	-6%
COC(=O)c1c(C)[nH]c(C(=O)/C=C/c2ccccc2F)c1C	148%[activator]	62*	29*	161%[activator]	1%	11%
Cc1cccc(NC(=O)[C@@H](NC(=O)N2C[C@H]3C[C@@H](C2)c2cccc(=O)n2C3)C(C)C)c1	18%	-4	2	5.2µM*	10%	-10%

Rewritten bar-delimited: part of the list above.
structure | Pf growth 48h | Shiga toxin inh | Cycloheximide cs | Pf growth 96h | FBPA Giardia inh | Sm TGR block
O=C(CSc1c[nH]c2ccccc12)NCc1ccc2c(c1)OCO2 | 14% | 21 | 2 | 19% | 5% | 3%
CCC(C(=O)NC1CCCC1)N(C(=O)c1snc(C(N)=O)c1N)c1ccc(OC)c(OC)c1 (configuration not stated) | -24% | 20 | -3 | -16% | 1% | 2%
CC12CCC(C(=O)N(CC(O)CN3CCCCCC3)C1=O)C2(C)C (configuration not stated) | 6% | -16 | 0 | 31%[activator] | -14% | -2%
COC(=O)c1ccc(NC(=O)CCS(=O)(=O)c2ccc(Br)s2)cc1 | ? | 33 | 16 | ? | 8% | -29%&-16%
CN/N=C(\Cc1nc2ccccc2[nH]1)c1ccc([N+](=O)[O-])cc1 | ? | 57* | 32* | ? | -15% | -11%
COC(=O)[C@@H](NC(=O)Nc1ccc(OC)cc1)C(C)C | -3% | -15 | 0 | . | -1% | -6%
COC(=O)c1c(C)[nH]c(C(=O)/C=C/c2ccccc2F)c1C | 148%[activator] | 62* | 29* | 161%[activator] | 1% | 11%

Next part:
SMILES	Pf growth 48h	Shiga toxin inh	Cycloheximide cs	Pf growth 96h	FBPA Giardia inh	Sm TGR block
CCOC(=O)C1C(c2ccc([N+](=O)[O-])cc2)C2C(=O)NN=C2CC1(C)O (configuration not stated)	14%	5	2	12%	0%	1%
Cc1ccc(C)c(OCCC(=O)NNC(=O)c2ccncc2)c1	11%	.	.	-2%	.	-9%
N#Cc1ccccc1OCC(=O)OCCCOC(=O)COc1ccccc1C#N	-11%	-18	2	?	.	-13%
O=C(CSc1nnnn1-c1ccc(O)cc1)Nc1ccc(N2CCOCC2)c(Cl)c1	-3%	15	1	.	-1%	-19%
Cc1cc(C)c(NS(=O)(=O)c2ccc3c(c2)n(C)c(=O)n3C)c(C)c1	-15%	1	-1	?	10%	9%
COc1cc(/C=C/C(=O)c2ccc(NS(=O)(=O)c3ccc(C)cc3)cc2)cc(OC)c1O	12µM*	-15	-6	?	-13%	-18%
COc1ccc(NC(=O)CN2CCN(c3ccccc3F)CC2)cc1	6%	-3	9	-8%	-2%	2%
Cc1cc(C(=O)N/N=C/C(Cl)=C/c2ccccc2)c(C)o1	9.3µM*	43*	27*	10µM*	-7%	-19%
O=C(NCCCN1CCN(c2ccccc2F)CC1)C1CCCN(S(=O)(=O)c2cnc[nH]2)C1 (configuration not stated)	.	0	1	21%	1%	8%
Cc1ccc(NC(=O)CCNC(=O)c2ccc([N+](=O)[O-])cc2)cc1C	9%[0.00184 µM]	-4	-2	16%	2%	0%
CCOC(=O)CC(=O)CSc1nnc2sc3ccccc3n12	0%	0	4	22%	1%	-15%
NC(=O)[C@H]1CC2(CC(c3cccc(NC(=O)[C@H]4CCC(=O)N4)c3)=NO2)CN1C(=O)c1cc([N+](=O)[O-])cc([N+](=O)[O-])c1 (some centres not stated)	33%[activator]	-4	-5	42%[activator]	-9%	-18%
CN(C(=O)CSc1nnc(C2CC2)n1-c1ccccc1)C1CCS(=O)(=O)C1 (configuration not stated)	17%	.	.	?	.	6%
O=C(Nc1ccc(C(=O)N2CCOCC2)cc1)c1ccccc1[N+](=O)[O-]	15%	-23	0	-13%	.	-1%
O=C1NC(=O)/C(=C/c2ccccc2Oc2ccc(Cl)cc2)S1	9%	10	8	17%	7%	1%
CC(=O)Oc1ccc2nc(/C=C/c3ccc(C=O)cc3)oc(=O)c2c1	-11%	-9	-2	13%	9%	-3%

Single records (already shown). Values in the order: Pf growth 48h	Shiga toxin inh	Cycloheximide cs	Pf growth 96h	FBPA Giardia inh	Sm TGR block
Profile of `O=C(CSc1nnnn1-c1ccc(O)cc1)Nc1ccc(N2CCOCC2)c(Cl)c1` → -3%	15	1	.	-1%	-19%
Profile of `O=C1NC(=O)/C(=C/c2ccccc2Oc2ccc(Cl)cc2)S1` → 9%	10	8	17%	7%	1%
Profile of `Cc1cc(C)c(NS(=O)(=O)c2ccc3c(c2)n(C)c(=O)n3C)c(C)c1` → -15%	1	-1	?	10%	9%

Compound activity as filed in PubChem.
